BRCA1 expr up = qHTS Assay to Identify Small Molecule Activators of BRCA1 Expression; Potency, µM (doses to about 46.1 µM), inactives show at the top dose activation, most hits filed as activators; hit rate 1.1% among 380,000; AID 624202, 2012; MCF7-BRCA1-FFLuc reporter, luminescence, 48 h; response scale: scaled: vehicle 0%, 10 µM genistein 100%; also: nearly all actives have a fitted effect of over 80% in size; some results filed as inactive show a strong effect at the top dose
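Luminescence from a BRCA1-driven firefly luciferase in MCF7 cells was read after 48 h compound exposure at 37 C. Data normalized against DMSO and a 10microM genistein activation control, then curve-fitted across the titration.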
RORgamma inh = qHTS for inhibitors of ROR gamma transcriptional activity | Nuclear receptor ROR-gamma (Mus musculus), P51450 | Drosophila S2 Gal4-RORgamma UAS-luciferase reporter, 20 h | Potency, µM (doses to about 53.6 µM), for inactives: top-dose activity change, negative = inhibition, actives largely listed as inhibitors | hit rate 5.4% among 310,000 | AID 2551, 2010; also: % is scaled to controls: 0 for no effect and ±100 for the full control effect; nearly all actives have a fitted effect of over 60% in size
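Luciferase reporter read in Schneider cells carrying Gal4-RORγ (mouse) and UAS-Photinus luciferase; cells given compound 1 h before 700 uM copper sulfate induction, then incubated 20 h at ambient temperature.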
Rab9 prom act = qHTS Assay for Rab9 Promoter Activators; hit rate 2.8% among 320,000; Potency, µM (series often up to 9.22 µM), for inactives: at the top dose activation, negative = inhibition, usual class: activators; Huh7 Rab9 promoter-luciferase reporter, luminescence, 24 h; also: % of control where 0% means no effect; nearly all actives have a fitted effect of over 60% in size
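Steps: seed 1500 Huh7 Rab9-luc cells per well, rest 2 h at 37 °C; add compound in DMSO; incubate 24 h; add luciferase reagent, 10 min ambient; read luminescence.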
ELG1 genotoxic = qHTS screen for small molecules that induce genotoxicity in human embryonic kidney (HEK293T) cells expressing luciferase-tagged ELG1; HEK293T ELG1-luciferase reporter, luminescence, 16 h; Potency, µM (series often up to 46 µM), inactives show at the top dose activity change, positive = activation, most hits filed as activators; hit rate 1.3% among 330,000; AID 504466, 2011; also: % of control where 0% means no effect; nearly all actives have a fitted effect of over 60% in size
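After overnight (16 hr) compound treatment at 37 °C, ELG1-luciferase HEK293T cells were lysed with ONE-Glo; luminescence quantified 30 min later at room temperature.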
VP16 counter = VP16 counterscreen qHTS for inhibitors of ROR gamma transcriptional activity; Drosophila S2 Gal4-VP16 UAS-luciferase, luminescence, 20 h; Potency, µM (doses to about 53.6 µM), without a hit: at the top dose activity, negative = inhibition, hits mostly inhibitors; hit rate 3.5% among 310,000; AID 2546, 2010;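 also: Gal4-VP16 expression switched on by copper sulfate through the metallothionein promoter; % is scaled to controls: 0 for no effect and ±100 for the full control effect; nearly all actives have a fitted effect of over 50% in size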
NPC1 prom act = qHTS Assay for NPC1 Promoter Activators | Huh7 NPC1 promoter luciferase reporter, 24 h | Potency, µM (titrated, usually from 9.22 µM), without a hit: top-dose activation, usual class: activators | hit rate 2.4% among 320,000;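 also: % of control where 0% means no effect; nearly all actives have a fitted effect of over 60% in size; reporter is driven by a mutant NPC1 promoter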
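Stably transfected Huh7 (NPC1 promoter→luciferase), 1500 cells/well in Opti-MEM + 10% FBS, 2 h settle, then compound 24 h at 37 °C. Luminescence after 10 min with Amplite reagent.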
MLL CXXC-DNA inh = qHTS Fluorescence Polarization Assay for Inhibitors of MLL CXXC domain - DNA interaction; Histone-lysine N-methyltransferase 2A (Homo sapiens), Q03164; MLL-CXXC / FITC-HOXA9 DNA fluorescence polarization; AID 2662, 2010; hit rate 0.037% among 290,000; Potency, µM (series often up to 115 µM), without a hit: top-dose activity change, negative = inhibition, hits mostly inhibitors; active = well fitted inhibition curve with a large enough effect in the polarisation, with a control signal flat, not every such curve was filed as active; inconclusive = small, poorly fitted or top-dose-only effect, or effect the other way, or a change in a side signal; inactive = no such curve, though single readings can be large or run the other way; the % refers to the polarisation
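Purified MLL-CXXC (added from a 7 uM solution) was preincubated 5 min at ambient with pinned compounds in 50 mM Tris-HCl pH 7.5, 50 mM NaCl, 1 mM DTT, 0.05% BSA. Fluorescein-labeled HOX-A9 DNA (50 nM solution) followed, 30 min, then polarization read.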
uPA surface inh = qHTS for Inhibitors of Cell Surface uPA Generation. hit rate 0.31% among 330,000. Potency, µM (top dose mostly 38.3 µM), inactives show top-dose activity change, negative = inhibition, hits mostly inhibitors. cell surface uPA generation assay, qHTS; active = well fitted inhibition curve with a large enough effect; inconclusive = small, poorly fitted or top-dose-only effect; inactive = no such curve, though single readings can be large or run the other way; tested in mouse RAW 264.7 cells; also: % is scaled to controls: 0 for no effect and ±100 for the full control effect; nearly all actives have a fitted effect of over 55% in size
MBNL1 CUG block = qHTS Assay for Inhibitors of MBNL1-poly(CUG) RNA binding. TR-FRET MBNL1-His/biotin-(CUG)12 binding, 665/545 ratio. Potency, µM (top dose mostly 57.5 µM), inactives show at the top dose activity change, negative = inhibition, hits mostly inhibitors. hit rate 0.036% among 280,000. AID 2675, 2010; active = well fitted inhibition curve with a large enough effect in the signal ratio, with a control signal flat, not every such curve was filed as active; inconclusive = small, poorly fitted or top-dose-only effect, or effect the other way, or a change in a side signal; inactive = no such curve, though single readings can be large or run the other way; the % refers to the signal ratio; also: % is scaled to controls: 0 for no effect and ±100 for the full control effect
Target sequence (Q9NR56 whole entry, looked up): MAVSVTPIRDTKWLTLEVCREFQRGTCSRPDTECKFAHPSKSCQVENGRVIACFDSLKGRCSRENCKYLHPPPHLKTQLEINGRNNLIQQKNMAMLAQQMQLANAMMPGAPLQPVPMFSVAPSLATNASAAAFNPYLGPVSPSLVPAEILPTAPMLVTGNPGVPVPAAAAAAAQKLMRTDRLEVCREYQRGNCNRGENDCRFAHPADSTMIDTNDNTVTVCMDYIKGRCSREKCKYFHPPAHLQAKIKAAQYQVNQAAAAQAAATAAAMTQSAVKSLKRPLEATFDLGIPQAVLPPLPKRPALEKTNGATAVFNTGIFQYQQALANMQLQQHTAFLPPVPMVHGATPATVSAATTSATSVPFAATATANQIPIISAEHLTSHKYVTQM
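Compounds (final 92 nM to 58 uM) are added to His-tagged MBNL1 and biotin-(CUG)12, then terbium anti-His antibody and streptavidin-XL665 (5 nM final). After 60 min at room temperature, the 665/545 nm ratio is read.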
p53 reactivator = qHTS assay for re-activators of p53 using a Luc reporter; Potency, µM (highest dose often 92.2 µM), for inactives: top-dose activity change, positive = activation, hits mostly activators; hit rate 0.063% among 320,000; H1299 p53-A138V BP100-luciferase reporter, luminescence, 24 h; also: % of control where 0% means no effect; nearly all actives have a fitted effect of over 45% in size
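H1299 (p53-null), stable ts p53-A138V + BP100-Luc; 1000 cells/well, Opti-MEM/10% FBS; cpd 4 pt, 1:5; 24 h, 37 deg C, 5% CO2; detection reagent 10 min RT; luminescence.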
FLuc counter = qHTS profiling assay for firefly luciferase inhibitor/activator using purifed enzyme and Km concentrations of substrates (counterscreen for miR-21 project) | Luciferin 4-monooxygenase (Photinus pyralis), P08659 | purified FLuc, Km substrates, luminescence inhibition | Potency, µM (highest dose often 57.5 µM), inactives show top-dose activity change, negative = inhibition, most hits filed as inhibitors | hit rate 6.9% among 360,000;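 also: plate controls were vehicle for no effect and reference inhibitor for full effect; nearly all actives have a fitted effect of over 55% in size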
Target sequence (P08659 whole entry, looked up): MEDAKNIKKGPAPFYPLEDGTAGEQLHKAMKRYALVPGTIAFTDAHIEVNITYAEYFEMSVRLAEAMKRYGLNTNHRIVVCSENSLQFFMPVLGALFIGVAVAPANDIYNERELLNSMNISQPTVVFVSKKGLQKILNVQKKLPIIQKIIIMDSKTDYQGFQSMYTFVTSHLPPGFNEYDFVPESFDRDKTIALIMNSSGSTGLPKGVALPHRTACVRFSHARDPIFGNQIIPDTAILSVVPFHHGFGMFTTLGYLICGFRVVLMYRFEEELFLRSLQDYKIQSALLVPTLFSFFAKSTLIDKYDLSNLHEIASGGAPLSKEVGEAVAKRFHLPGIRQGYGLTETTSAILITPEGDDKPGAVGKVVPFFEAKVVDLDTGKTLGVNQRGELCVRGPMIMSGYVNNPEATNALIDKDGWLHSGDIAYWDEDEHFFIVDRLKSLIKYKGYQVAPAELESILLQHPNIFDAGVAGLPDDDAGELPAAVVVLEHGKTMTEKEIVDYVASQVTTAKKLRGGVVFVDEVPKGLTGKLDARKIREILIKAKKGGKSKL
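Biochemical qHTS of compounds, final roughly 60 µM downward over six points, against 10 nM purified firefly luciferase using Km concentrations of substrates (10 uM D-luciferin, 10 uM ATP) in Tris acetate pH 7.5 buffer; luminescence output.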
* marks the source's active call; other numbers are inactive results; ? = inconclusive; / = no result given; [ ] = dose if it differs, or a comment. Unless noted, calls follow the shape of the dose curve; as a rule, active = well fitted curve in the direction sought with a large enough effect; inconclusive = small, poorly fitted or top-dose-only effect, or another doubt; inactive = no such curve, though single readings can be large; an effect the other way counts as inactive or inconclusive. Potency is read from the fitted curve at half-maximal effect.

Values in the order: BRCA1 expr up, RORgamma inh, Rab9 prom act, ELG1 genotoxic, VP16 counter, NPC1 prom act, MLL CXXC-DNA inh, uPA surface inh, MBNL1 CUG block, p53 reactivator, FLuc counter
O=C(CN1C(=O)CC(c2ccccc2)S(=O)(=O)c2ccccc21)N1CCCCC1 (configuration not stated)
  -18%, 13%, -4%, -1%, -5%, 0%, -5%, -7%, -6%, -1%, -10%
Cc1cc(C)c2nc(NCCCNC(=S)NCCCN(C)C)c(C#N)cc2c1
  -81%, ?, -11%, -16%, -4%[10 µM], -6%, 11%, ?, -6%, -10%, 4%
CN1CCN(c2nc(-c3ccc(C(C)(C)C)cc3)nc3ccccc23)CC1
  -20%, ?, ?, ?, ?, 28%, 5%, ?, -4%, ?, ?
CN(Cc1cnn(C)c1)C(=O)CC1C(=O)NCCN1Cc1cccc(Oc2ccccc2)c1 (configuration not stated)
  6%, -10%, -5%, 1%, 5%, -4%, -4%, -2%, 0%, -3%, 2%
O=C(CCOc1ccccc1)Nc1ccccc1
  37%, 0%, 16%, 10%, 0%, 20%, -1%, -8%, 5%, ?, ?
Cc1ccc(NNC(=O)c2cc(C)on2)c(C)c1
  -18%, 22%, 3%, 10%, 2%, 0%, 4%, 5%, /, 5%, -1%
Cc1nc2ccccc2c(=O)n1/N=C/c1ccccc1Cl
  10µM*, 16%, ?, ?, 2%, ?, -4%, -9%, 3%, ?, 11µM*
CCOC(=O)c1nn(-c2ccc(F)cc2)c(C)c1C(C)=O
  -1%, -6%, -5%, 1%, 5%, 1%, 7%, -1%, -1%, 0%, -1%
CC(C)Oc1ccc(C2CC(=O)N(c3ccccc3)C2=O)cc1 (configuration not stated)
  -8%, 11%, -4%, 10%, 18%, 2%, 8%, -1%, 2%, 5%, ?
Cn1cccc1/C=C1\SC(=O)N(c2ccccc2)C1=O
  ?, -9%, 0.71µM*, ?, -15%, 2µM*, ?, -22%, 9%, ?, 2.4µM*
O=C(O)CN1C(=O)/C(=C\c2cc(Br)ccc2OCc2ccc(F)cc2)SC1=S
  1%, 5%, -1%, 3%, 2%, -1%, -4%, 21%, 2%, 2%, 2%
CC1=Nn2c(nc(-c3ccccc3)c2-c2ccccc2)N(CC(N)=O)C(=O)C1
  -25%, -11%, 2%, -1%, -8%, 5%, -11%, -10%, 6%, -5%, 2%
O=C(COC(=O)c1ccc(Cl)c(S(=O)(=O)NCc2ccccc2)c1)NCC1CCCO1 (configuration not stated)
  -2%, 3%, -1%, -1%, -17%, 0%, 3%, 15%, -7%, 0%, -3%
c1ccc(N=C(c2cccs2)N2CCOCC2)cc1
  -9%, 29%, -5%, 1%, 7%, -2%, 2%, 5%, ?, -1%, 1%
O=C(/C=C/c1ccc(Br)o1)Nc1nccs1
  30%, -36%, 2.8µM*, ?, -21%, 3.2µM*, -6%, -9%, 17%, 6%, ?
O=C(c1cccs1)N1CCCC(c2nc3c(nnn3Cc3cccc(Cl)c3)c(=O)[nH]2)C1 (configuration not stated)
  -34%, ?, -4%, 9%, -1%, -4%, 49%[activator], 0%, -5%, -2%, 3%
C/C(CC(=O)Nc1ccc(F)cc1F)=N\NC(=O)C(=O)N1CCCCC1
  /, ?, 23%, 10%, 28%, 19%, 1%, /, -4%, 16%, -20%
CCOC(CNC(=O)c1ccc2c(c1)ncn2-c1ccc(F)c(F)c1)OCC
  -22%, -1%, -4%, 9%, -1%, -1%, 9%, -9%, 0%, -1%, -1%
COc1ccc([N+](=O)[O-])cc1-n1cnnn1
  -10%, 9%, -4%, 0%, 5%, -6%, -3%, 1%, ?, 10%, -1%
CCC(=O)Nc1nc(C)c(-c2csc(Nc3ccc(C(=O)O)cc3)n2)s1
  -14%, 24%, 7%, 0%, -2%, -3%, 14%, 2%, ?, 0%, 17µM*

As a working copy, part of the list above:
Values in the order: BRCA1 expr up, RORgamma inh, Rab9 prom act, ELG1 genotoxic, VP16 counter, NPC1 prom act, MLL CXXC-DNA inh, uPA surface inh, MBNL1 CUG block, p53 reactivator, FLuc counter
c1ccc(N=C(c2cccs2)N2CCOCC2)cc1
  -9%, 29%, -5%, 1%, 7%, -2%, 2%, 5%, ?, -1%, 1%
O=C(/C=C/c1ccc(Br)o1)Nc1nccs1
  30%, -36%, 2.8µM*, ?, -21%, 3.2µM*, -6%, -9%, 17%, 6%, ?
O=C(c1cccs1)N1CCCC(c2nc3c(nnn3Cc3cccc(Cl)c3)c(=O)[nH]2)C1 (configuration not stated)
  -34%, ?, -4%, 9%, -1%, -4%, 49%[activator], 0%, -5%, -2%, 3%
C/C(CC(=O)Nc1ccc(F)cc1F)=N\NC(=O)C(=O)N1CCCCC1
  /, ?, 23%, 10%, 28%, 19%, 1%, /, -4%, 16%, -20%
CCOC(CNC(=O)c1ccc2c(c1)ncn2-c1ccc(F)c(F)c1)OCC
  -22%, -1%, -4%, 9%, -1%, -1%, 9%, -9%, 0%, -1%, -1%
COc1ccc([N+](=O)[O-])cc1-n1cnnn1
  -10%, 9%, -4%, 0%, 5%, -6%, -3%, 1%, ?, 10%, -1%
CCC(=O)Nc1nc(C)c(-c2csc(Nc3ccc(C(=O)O)cc3)n2)s1
  -14%, 24%, 7%, 0%, -2%, -3%, 14%, 2%, ?, 0%, 17µM*

Carrying on.
Values in the order: BRCA1 expr up, RORgamma inh, Rab9 prom act, ELG1 genotoxic, VP16 counter, NPC1 prom act, MLL CXXC-DNA inh, uPA surface inh, MBNL1 CUG block, p53 reactivator, FLuc counter
CCOc1ccc2cc(C3CC(c4ccco4)=NN3S(C)(=O)=O)c(=O)[nH]c2c1 (configuration not stated)
  -2%, 28%, -7%, -1%, 21%, -2%, 39%[activator], -4%, 11%, -2%, -17%
CCN(CC)CCc1c(C)[nH]c(C(=O)OCc2ccccc2)c1C
  -2%, 7%, -2%, 5%, 4%, -5%, -9%, -7%, -7%, 0%, 2%
COCCCNC(=S)NNC(=O)c1ccc(S(=O)(=O)N2CCC(C)CC2)cc1
  0%, -2%, -2%, -5%, -4%, -2%, -10%, -1%, -3%, 1%, 1%
Cc1nn(Cc2cccc(C(=O)Nn3cc([N+](=O)[O-])cn3)c2)c(C)c1[N+](=O)[O-]
  -53%, 2%, -5%, -4%, -1%, 0%, 0%, -3%, -4%, -7%, 2%
CCN(C(=O)COC(=O)Cc1ccc(F)cc1)c1c(N)n(Cc2ccccc2)c(=O)[nH]c1=O
  -8%, /, 1%, 1%, /, -3%, /, 12%, /, -5%, -1%
CCOc1ccc(CCNC(=O)C2CC=CCC2C(=O)OC(C)C)cc1OCC (configuration not stated)
  -17%, -7%, 0%, -4%, -5%, 1%, 1%, 9%, -12%, -6%, -3%
CCN(CC)C(=O)CSc1nc(OC)cc(=O)[nH]1
  -16%, -2%, -1%, -1%, -8%, 0%, 10%, 3%, -8%, 8%, -2%
COc1cc(C2NC(=O)c3ccccc3O2)cc(OC)c1OC (configuration not stated)
  -2%, -21%, 1%, 1%, 1%, 3%, -12%, 2%, -7%, 13%, -2%
O=C(NCc1ccco1)C1CCCN1S(=O)(=O)c1ccc2ccccc2c1 (configuration not stated)
  13%, -16%, -4%, 2%, 9%, 1%, 16%, 6%, 4%, -8%, 0%
COc1ccc(CNc2ncnc3sccc23)cc1OC
  -51%, ?, -26%, -16%, 11µM*, -20%, 7%, -7%, 0%, -5%, -1%
Fc1ccc(Cn2nnnc2C(c2ccc(Cl)cc2)N2CCSCC2)cc1 (configuration not stated)
  -46%, -17%, -7%, -15%, -4%, 0%, -3%, -1%, 1%, -4%, 3%
O=C(O)CC(NC(=O)Nc1ccccc1)c1ccc(OC2CCCC2)cc1 (configuration not stated)
  -2%, -4%, 9%, 6%, -5%, 0%, 9%, 1%, -21%, 2%, ?
Cc1ccc(N/N=C/c2ccc(N3CCOCC3)cc2)cc1C
  37%, ?, 26%, 13%, -11%, 26%, 8%, -2%, 2%, 12%, ?
O=Cc1cn[nH]c1-c1ccccc1
  30%, -1%, -1%, -2%, 1%, 4%, -15%, 3%, -8%, 2%, -1%
Cc1cc(C)nc(N2CCC(C(=O)NNC(=O)Cc3ccccc3)CC2)n1
  -19%, 7%, -1%, 0%, -6%, 0%, -3%, -2%, -6%, -1%, 0%

These rows are one share of the data; the hit share may differ from the screen's.
